Source: PubChem BioAssay (several laboratories)
IEC-6 tox – kills IEC-6 intestinal cells in KLF5 counter-screen. AID 1825. IEC-6 cytotoxicity, luminescence viability. inhibition, % at 5 µM. hit rate 0.78% among 290,000; in the data active = inhibition above about 22%;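 note: 0% = plate median of test compound wells and 100% = cytotoxic reference compound wells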
SKKanGAS inh – blocks kanamycin growth of S. pyogenes SKKanGAS strain; BacTiter-Glo, 6 h; inhibition, % at 7.5 µM; hit rate 1.3% among 300,000; AID 1662;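 active = mean replicate score, as percent of positive control median, at least 50; inconclusive = mean below 50 but one replicate at or above 50; inactive = mean and every replicate below 50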;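 note: strain carries kanamycin resistance gene driven by streptokinase promoter and grows in 40 µg/ml kanamycin; loss of luminescence reflects streptokinase promoter inhibition or plain growth inhibition; 0% = median of DMSO wells and 100% = positive control at its reference dose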
Platelet DG rel – modulates dense granule release in human platelets; human platelet-rich plasma, SFLLRN dense granule ATP release, luminescence; inhibition, %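 (compounds screened at 7.5 µM in platelet-rich plasma)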; hit rate 0.22% among 300,000; AID 1663;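 active = mean replicate score, as percent of positive control, at or above 50; inconclusive = mean below 50 but at least one replicate at or above 50; inactive = mean and every replicate below 50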
aSyn 5UTR inh – 5' untranslated region of α-synuclein, MLPCN primary screen. alpha-synuclein 5'UTR reporter, inhibitor activity. inhibition, % (tested at 7.5 µM). hit rate 0.82% among 300,000; in the data active = inhibition above about 60%; inconclusive = no clear call, values can overlap the other calls;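 note: H4 neuroglioblastoma cells stably carrying SNCA 5'UTR luciferase fusion; 0% = DMSO wells and 100% = positive control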
KLF5 inh – kruppel-like factor 5 inhibition. DLD-1 KLF5 promoter-luciferase reporter, luminescence. inhibition, % at 5 µM. hit rate 0.23% among 290,000. AID 1700;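 active = inhibition above a per-plate limit of that plate's mean compound inhibition plus 3 SD, cut at about 60% in these data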;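 note: 0% = DMSO wells and 100% = LY294002 at 200 µM; higher means less KLF5 promoter-driven luciferase light; inactives centre near -14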
HSF1 activator – increases HSF-1 driven luciferase reporter signal. NIH3T3-HGL HSF-1 luciferase reporter, MG132, 8 h; 100% = twice DMSO control signal. activation, % at 9 µM. hit rate 1.7% among 300,000. AID 504408;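 active = mean replicate activation of at least 50% with a set share of replicates each reaching 50%; inconclusive = only one of those two conditions met; inactive = mean below 50% and too few replicates reaching it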;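 note: 0% = median of the neutral control wells and 100% = twice that signal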
AI-2 QS mod – Vibrio harveyi AI-2 quorum sensing modulation | activity change, % at 7.5 µM | AID 2094 | Vibrio harveyi JMH597 AI-2 luminescence/OD600 ratio, 9 h; hits give low values; strain lacks LuxN and CqsS sensors; 0 = neutral-control median | hit rate 0.4% among 300,000; in the data active = activity change below about -75%, passing the limit was not always enough; inconclusive = no clear call, values can overlap the other calls;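 note: luminescence divided by OD600 gain over 9 h not by final OD600 alone; inactives centre near 13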
HSF1 inh – HSF1 inhibition; hit rate 0.77% among 300,000; activity change, negative = inhibition, % at 7.5 µM (by protocol); AID 2098; NIH3T3-HGL HSE-luciferase, MG132-induced, luminescence 8 h; hits give low values;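 active = more than half of replicate wells show activity change below -50%, luminescence cut by over half; inconclusive = some wells, but at most half, below -50%; inactive = no replicate well below -50%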;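 note: luciferase reports HSF-1 transcriptional activity via heat shock element; 0% = median of DMSO wells and -100% = zero luminescence signal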
HSP90 inh – inhibitors of HSP90 luciferase refolding in rabbit reticulocyte lysate. hit rate 0.91% among 290,000. inhibition, % at 5.6 µM. luciferase refolding luminescence, 3 h;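 active = inhibition above the screen-wide mean plus 3 SD, computed separately per campaign, cut at about 16% in these data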;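 note: 0% = DMSO wells and 100% = 60 µM geldanamycin wells; inhibitors lower the luminescence because luciferase stays unfolded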
HIF activator – HIF pathway transcriptional activation | hit rate 0.32% among 300,000 | activation, % at 7.5 µM (by protocol) | U2OS HRE-luciferase reporter, luminescence; normalized: DMSO 0%, desferrioxamine 100% | AID 1910;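 active = mean activation of at least 10% of the iron chelator positive control signal, with at least half of replicates also reaching 10%; inconclusive = mean and replicate majority disagree about reaching 10%; inactive = mean and most replicates under 10%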
An asterisk follows results filed as active; ? = inconclusive; . = no result given.

SMILES	IEC-6 tox	SKKanGAS inh	Platelet DG rel	aSyn 5UTR inh	KLF5 inh	HSF1 activator	AI-2 QS mod	HSF1 inh	HSP90 inh	HIF activator
Cc1c(=O)n(OCc2cccc(F)c2)c2ccccc2[n+]1[O-]	14	-2	-3	-18	-17	-3	37	-7	-1	-0.3
Fc1ccccc1N1CCN(Cc2cnc(Cl)s2)CC1	-3	5	-2	3	8	19	30	-7	4	-0.8
COC(=O)CCC(=O)N1CCCC(N2CCN(c3ccc(OC)cc3)CC2)C1 (centres undefined)	0	0	3	3	-24	-11	2	3	4	-0.5
Cc1cccc(CSC(=N)N)c1	-1	-17	-8	-40	-13	38	1	-1	-1	-0.3
O=c1oc2cc(Cl)ccc2n1CSc1nc2ccccc2s1	1	31	0	-165	-49	104*	1	63	-3	2.4
Cc1ccc(CC(=O)NCCCc2ccccc2)cc1	1	-2	-3	-31	-37	21	2	3	2	-11
COc1ccccc1/C=C\C=N\n1c(-c2ccc(Cl)cc2Cl)n[nH]c1=S	13	2	5	-8	-6	1	19	-2	5	-0.2
Cc1ccc2cc(CN(Cc3ccco3)C(=O)c3ccccc3)c(=O)[nH]c2c1C	1	3	-46	11	20	11	25	5	3	0.1
CCc1ccc(NS(=O)(=O)c2cccs2)cc1	-1	15	-3	-27	-23	.	-32	.	3	-0.2
O=C(Nc1cccc2[nH]ncc12)c1ccc(F)cc1	0	3	6	-42	0	-27	11	-28	1	5.2
CCCCn1cnc2cc(NCc3cccc(OC)c3O)ccc21	6	3	-3	-22	-14	0	21	1	-5	0.3
C=CCc1cccc(Cl)c1OCCON1C(=O)CCC1=O	4	2	1	-5	-16	33	5	1	6	0.2
Cc1ccc(OCc2ccc(C(=O)Nc3ccc(C(N)=O)cc3)o2)c([N+](=O)[O-])c1	7	2	1	7	-5	49	13	23	7	-0.2
COc1ccc(-n2c(C)c(C)c3c(N)ncnc32)cc1	2	2	1	-4	-6	-69	31	-57*	1	0.5
CN1CCN(c2ccc(NC(=O)c3ccc(-c4ccc(Br)cc4)o3)cc2)CC1	25*	-21	0	29	-33	-11	-9	-6	6	0.1
COc1ccc(-c2csc(NC(=O)Cc3ccccc3F)n2)cc1OC	9	18	0	27	-15	0	18	-6	-1	0.6
CN1CCN(NC(=S)Nc2ccc(OC(F)F)cc2)CC1	0	-7	3	11	-29	-10	4	-3	1	-0.1
O=C(O)c1ccc(N=Cc2c(O)ccc3oc4c(c23)CCCC4)cc1	-4	15	-3	22	-9	.	2	.	5	.
O=C(O)CCc1ccc(-c2cccs2)n1CC(=O)Nc1ccccc1C(F)(F)F	-9	-1	3	-5	-23	11	23	-7	-1	-0.8
Cc1c(NC(=O)CSc2nccn2C)c(=O)n(-c2ccccc2)n1C	1	0	9	-14	-26	-2	16	2	3	0.3
CCCC(=O)Nc1c2c(nn1-c1cccc(Cl)c1)CS(=O)(=O)C2	-4	-9	-6	1	-15	0	3	-6	-2	0.3
CCCCNc1nc2ccccc2n1CC(=O)Nc1ccc2c(c1)OCCO2	-3	-5	-1	6	-28	-5	9	3	1	0.0
Cc1ccsc1/C=N/n1c(-c2cccnc2)n[nH]c1=S	1	25	1	6	0	-5	23	-2	2	-0.7
Cn1c(=O)n(C)c2cc(/C=N/NC(=O)c3ccc(Cl)cc3)ccc21	9	-1	-2	10	0	5	14	-2	2	0.8
COc1ccc(CC(NC(C)=O)C(=O)N2CCN(C(=O)N(C(C)C)C(C)C)CC2)cc1 (centres undefined)	5	7	-14	13	-10	0	9	-1	2	-0.1
N#C/C(=C\c1ccc(N2CCCCC2)o1)C(=O)Nc1cccc(Br)c1	3	.	4	-178	-122	28	27	14	-4	4.4
CCOC(=O)C(Cc1ccccc1)NC(=O)CCC(=O)c1ccc(OC)cc1 (centres undefined)	-3	-2	0	-4	-17	4	6	1	1	0.1
C/C(=N\NC(=O)c1cc(C)[nH]n1)C(C)(C)C	-4	-2	-7	11	2	-2	16	0	-5	0.7
CC1CCCC/C1=N\NC(=S)Nc1cccnc1 (centres undefined)	-4	-11	0	5	-18	8	15	6	0	0.5
COc1ccc(-c2nnc(NC(=O)c3ccc(F)cc3)o2)cc1	3	91*	-2	29	1	-15	?	-16	-2	0.0
CN(C)NC(=O)c1csnc1-c1c(Cl)cccc1Cl	3	-7	9	-1	-16	-8	24	0	3	0.0
CC(=O)Nc1ccc(S(=O)(=O)Nc2nnc(CC(C)(C)C)s2)cc1	7	1	4	8	19	-3	2	-1	3	-0.3
Cn1nnnc1SCCNCc1ccccc1OCc1ccc(F)cc1	2	-12	0	-4	-14	43	1	13	6	0.1
O=C(NN1C(=O)c2ccccc2C1=O)c1ccc2c(c1)C(=O)N(CC1CCCO1)C2=O (centres undefined)	-1	0	-4	-30	2	-12	3	-2	0	1.5
CCCOC(=O)C1C2C=CC(C3CC23)C1C(=O)OCC(=O)c1ccccc1 (centres undefined)	0	7	9	-1	2	7	9	-1	-2	-0.1
COc1cc(/C=N/NC(=O)c2cn(-c3cccc(C)n3)cn2)ccc1O	3	-21	-1	-4	-24	2	15	1	-2	0.1
COc1cc(OC)cc(-c2nnc(NC(=O)c3ccc4c(c3)OCCO4)o2)c1	-3	109*	8	-18	-18	-12	26	-6	-2	-0.4
Cc1cccc(N(C)S(=O)(=O)c2c[nH]c3ccc([N+](=O)[O-])cc23)c1	0	6	-2	8	-16	10	7	4	0	0.0
Cc1cccc(N2CCN(C(=O)CCn3c(=O)[nH]c4ccccc4c3=O)CC2)c1C	4	-2	-6	13	15	0	5	-3	-1	0.4
CN1C(=O)NC2(O)C(=O)c3ccccc3C12O (centres undefined)	-1	6	-3	16	-18	-21	10	-2	-5	0.3
CN(CCCNC(=O)C1CCC(=O)N1Cc1ccccc1Cl)c1ccccc1 (centres undefined)	-3	0	-3	-5	29	-3	32	5	4	-0.1
Cc1cccc(-c2noc(CCC(=O)NC3CCCC3)n2)c1	-5	4	-13	-10	-31	16	30	18	-6	0.7
Cc1ccc(NC(=O)CCc2nnc3ccc(N4CCC5(CC4)OCCO5)nn23)cc1F	-1	-4	-8	-3	1	15	13	-3	-6	0.1
COc1ccccc1OCCOc1ccccc1/C=N/n1cnnc1	10	-8	-3	0	-24	5	32	10	-1	0.2
CCN(CC)S(=O)(=O)c1cc(C(=O)NC2CCCCC2)ccc1C	-6	-7	-3	-111	-151	-5	13	-4	1	2.0
CC(C)CCOc1ccc(C(=O)NCC(c2cccs2)N2CCOCC2)cc1 (centres undefined)	.	-4	-1	-2	.	1	18	-3	.	1.5
O=C1c2cccnc2C(Nc2cccc(F)c2)N1Cc1ccco1 (centres undefined)	4	-14	-7	9	8	13	5	-9	-3	-0.3
O=C(Nc1ccccc1)C1CCN(c2nccs2)CC1	4	4	-3	-20	7	-25	21	-17	-1	-2.8
CC(=O)c1cccc(OCC(O)CNCC2CCCCC2)c1 (centres undefined)	-3	-3	2	5	-6	1	13	-3	1	-0.1
C(=N\c1nc2ccccc2n1CCN1CCCCC1)/c1cccs1	4	-3	3	7	-2	-4	16	-3	4	0.5
CC1CCN(S(=O)(=O)c2ccc(S(=O)(=O)N3CCCC3)cc2)CC1	6	0	3	8	-15	6	6	-4	2	-0.2
O=C(NCc1ccco1)c1ccc2c(c1)OCCO2	-2	-3	7	-30	-46	19	31	10	-2	0.9
O=C(O)c1ccc(CN(c2ccccc2)S(=O)(=O)c2ccccc2)cc1	2	-9	-8	-4	-12	-18	14	-10	0	-2.0
CC12CCC(=O)N1C(C(=O)N1CCN(S(=O)(=O)c3cccc(Cl)c3)CC1)CS2 (centres undefined)	.	17	-1	-6	.	-1	22	-1	.	-1.9
O=C(COC(=O)c1ccccc1NC(=O)c1ccco1)NCCC1=CCCCC1	-4	1	-1	-92	-45	35	20	21	2	1.5
Cn1c2ccccc2c2ncn(CCN3CCOCC3)c(=O)c21	4	0	13	-9	-3	4	2	-4	4	-0.8
Cc1ccc(-c2nn(C)c(=O)c3ccccc23)cc1S(=O)(=O)N1CCCC1	4	-3	16	6	-9	19	7	4	4	0.2
CCOc1ccc(CCNC(=O)CCS(=O)(=O)c2ccc(Cl)cc2)cc1OCC	-3	-4	4	15	-17	-2	17	-1	-3	-0.4
C=CCn1c(=NC(=O)c2cccc(N3C(=O)CCC3=O)c2)sc2cccc(OC)c21	0	21	-2	-2	9	-30	17	-8	-2	-0.8
CCOc1ccc2nc(SC(C)C(N)=O)[nH]c2c1 (centres undefined)	5	-3	6	-20	-27	?	-6	5	2	0.9

Further results.
SMILES	IEC-6 tox	SKKanGAS inh	Platelet DG rel	aSyn 5UTR inh	KLF5 inh	HSF1 activator	AI-2 QS mod	HSF1 inh	HSP90 inh	HIF activator
Cc1ccc2nc(SCC(=O)Nc3cccc4ccccc34)nc(=O)n2c1	.	4	1	4	.	16	22	5	.	0.1
CCN1C(=O)C2C(C1=O)N1C(c3ccccc3)C3C(=O)N(CC)C(=O)C3N1C2c1ccccc1 (centres undefined)	-1	0	4	0	-1	-4	2	-5	-2	0.0
CN1CCN(C(=O)c2ccc3nc(-c4ccccc4)c(-c4ccccc4)nc3c2)CC1	1	0	-1	8	-34	-48	12	-32	-1	-0.3
CC(C)Oc1ccc(S(=O)(=O)N2CCCCC2)cc1NC(=O)CN1C(=O)NC(C)(c2ccccc2)C1=O (centres undefined)	3	-5	-11	-5	-8	2	11	2	-2	-0.5
C=CCNC(=O)C1CC2Cn3c(nc4ccccc43)C2N1C (centres undefined)	.	2	-3	-5	.	-17	1	-2	.	0.1
CCOC(=O)C1CCN(C(=O)C2CC(=O)N(c3ccc(C)cc3)C2)CC1 (centres undefined)	1	5	-2	4	-41	12	6	-5	4	0.2
Cc1ccc(CN2CCN(Cc3cccc(OCCO)c3)CC2CCO)o1 (centres undefined)	3	-7	-8	-10	-10	-89	23	-86*	5	0.2
O=C(Cn1nc(-c2ccccc2)ccc1=O)NCc1ccc2c(c1)OCO2	0	-6	-7	4	-33	-10	-1	-7	1	-0.2
C[C@@H]1CC=C[C@H]2[C@H]1C(=O)N(Cc1ccccc1)[C@H]2c1ccc(Br)cc1F	.	52*	-1	-8	.	24	16	15	.	-0.2
CCN(CC)CCNC(=O)Cn1nc(Cc2ccncc2)c2ccccc2c1=O	1	6	-3	7	-22	1	32	-5	1	0.0
CCN(CC)CC(=O)N(CC(=O)Nc1c(C)cc(C)cc1C)C1CCCCC1	-4	-9	1	19	-9	-1	10	0	0	-0.5
Cn1c(C(=O)N2CCN(c3ccc(Cl)cc3)CC2)cc2c(=O)[nH]c3ccccc3c21	-2	22	3	-2	-25	-4	31	-4	-1	0.2
Cc1cc(NC(=O)CCC(=O)N(Cc2cccnc2)C(C(=O)NC(C)(C)C)c2ccccc2Cl)no1 (centres undefined)	-1	2	6	-18	-8	13	15	1	0	0.1
